# All columns: NCI-60 one-dose screen, growth in % after 48 h at 10 µM unless noted; 100 = growth as untreated, 0 = no growth, -100 = all killed.
# TK-10: TK-10 renal cancer cells; AID 1794769; hit rate 3.9% among 81,000
# SF-268: SF-268 CNS cancer cells; hit rate 3.1% among 82,000; AID 1794759
# SN12C: SN12C renal cancer cells; hit rate 3.8% among 81,000
# 786-0: 786-0 renal cancer cells. hit rate 5.1% among 81,000
# CAKI-1: CAKI-1 renal cancer; hit rate 4.7% among 75,000
# UO-31: UO-31 renal cancer. hit rate 5.2% among 81,000. AID 1794768
# U251: U251 CNS tumor cells; hit rate 5.4% among 80,000
# SF-295: SF-295 CNS cancer cells; hit rate 5.6% among 79,000; AID 1794758
# * hit, by the source's call; x = not tested or not shown; & = joins results of further samples; ! = not confirmed by another sample. The calls were made as follows: active = growth percent below 10; inactive = the rest.
item	SMILES	TK-10	SF-268	SN12C	786-0
1	CCCCCCCCCCCCCCCCN=Cc1ccc2c(c1)OCO2	108	94	107	95
2	O=C(O)COc1cccc(C(=O)/C=C/c2ccco2)c1	111	104	102	104
3	O=S1(=O)CCN(C2CCCCCC2)CC1	100	105	113	99
4	Cc1c(-c2ccccc2)[nH]c2ccccc12	119	104	114	x
5	CCOC(=O)c1cc(-c2ccc(Cl)cc2)[nH]c1NNC(=O)Cc1ccc(OC)cc1	109	113	98	87
6	CCNC(=O)Oc1ccc(/C(=C(/CC)Cc2ccccc2)c2ccc(OCCN3CCOCC3)cc2)cc1	76	44	68	56
7	Cn1c(=O)c2[nH]c(C3CC4CCC3C4)nc2n(C)c1=O (stereo not given)	115	104	96	98
8	COc1cc2c(c(OC)c1OC)C1(CCCO1)c1cccc(OC)c1-2 (stereo not given)	112	108	102	108

item	CAKI-1	UO-31	U251	SF-295
1	96	70	109	100
2	94	95	106	100
3	98	101	99	95
4	91	90	106	106
5	94	60	88	87
6	x	23	53	69
7	123	100	100	x
8	91	89	101	99

# (further entries)
item	SMILES	TK-10	SF-268	SN12C	786-0
9	CSc1nc(-c2ccco2)c2c(N)nn(S(=O)(=O)c3ccc(Cl)cc3)c2n1	102	94	87	91
10	CCCCCN1C=C/C(=C\C(=O)N(C)c2ccccc2)c2ccccc21	117	100	93	99
11	Cc1ccc(N=Nc2ccc(N=Nc3c(S(=O)(=O)O)cc4cc(Nc5ccccc5)ccc4c3O)c3cc(S(=O)(=O)O)ccc23)cc1	96	101	104	103
12	CCOc1ccc(Nc2c3ccccc3nc3ccccc23)cc1	33&35&93	46&35&108	28&21&82	44&30&85
13	CN1CCN(C(=O)c2ccc(NC(=O)c3cc4c(nn3)NCCN4Cc3cc(Cl)ccc3Cl)cc2)CC1	92	59	75	75
14	CC#CC(=O)N1CCC[C@H]1c1nc(-c2ccc(C(=O)Nc3ccccn3)cc2)c2c(N)nccn12	73	80	72	92
15	O=C1OC(=O)[C@@H]2CC=CC[C@H]12	93	98	108	103
16	COc1nc(-c2cccnc2)nc2c1sc(=S)n2-c1ccccc1	107	87	83	89

item	CAKI-1	UO-31	U251	SF-295
9	96	68	90	92
10	91	90	107	91
11	x	85	98	105
12	-17*!	2.0*!	28&21&86	17&29&66
13	75	61	66	68
14	73	79	84	90
15	108	104	100	102
16	x	77	81	95

# (cont.)
item	SMILES	TK-10	SF-268	SN12C	786-0
17	Cc1cccc2cc[nH]c12	102	101	91	x
18	COC(=O)[C@]12CCC(C)(C)C[C@H]1[C@H]1C(=O)C[C@@H]3[C@@]4(C)CC[C@H](OC(C)=O)C(C)(C)[C@@H]4CC[C@@]3(C)[C@]1(C)CC2	99	87	94	92
19	C#CCNC1CCC(c2csc(C#C)n2)=C1C (stereo not given)	130	78	65	17
20	CCCN(CCC)C(=O)[C@H](CC)[C@@H]1CC[C@@H](C)[C@@H]([C@H](C)[C@@H](O)[C@@H](C)C(=O)[C@H](CC)C2O[C@]3(C=C[C@@H](O)[C@]4(CC[C@@](C)([C@H]5CC[C@](O)(CC)[C@H](C)O5)O4)O3)[C@H](C)C[C@@H]2C)O1 (stereo not given in full)	21	25	3.4*	16
21	O=C(O)/C=C/C(=O)NC1CCCCC1	92	104	96	104
22	O=C1[C@H]2CCCC[C@H]2C(=O)N1OCc1ccccc1	104	119	107	102
23	COc1ccc2c(Cn3cc(CSc4nc5ccccc5o4)nn3)cc(=O)oc2c1	125	100	100	104
24	Ic1ccc(Nc2nc3nonc3nc2Nc2ccc(I)cc2)cc1	2.2*	21	7.4*	8.3*

item	CAKI-1	UO-31	U251	SF-295
17	111	x	113	124
18	61	82	93	88
19	58	45	4.1*	-28*
20	-8.2*	-17*	21	-5.8*
21	104	97	107	97
22	x	84	100	x
23	96	90	110	108
24	7.7*	-0.3*	6.9*	-48*

# More results follow:
item	SMILES	TK-10	SF-268	SN12C	786-0
25	CC1=Cc2cc(Cl)cc(Cl)c2OC12C=Cc1cc(Cl)cc(Cl)c1O2 (stereo not given)	111	105	100	105
26	NC(=O)NN=C(C1CC1)C1CC1	101	102	108	107
27	CC(C)C(=O)C1CCCC1	108	111	107	109
28	Cc1ccc(S(=O)(=O)N(C)CC(=O)NNC(=O)Cc2ccc3c(c2)OCCO3)cc1	192	102	100	113
29	Nc1ccccc1C(=O)Nc1ccc(Cl)cc1Cl	118	101	103	107
30	COc1ccc(C(=O)c2cc(OC)c(OC)c(OC)c2)cc1/C=C/C(=O)c1ccc2c(c1)OCO2	45	8.8*	24	30
31	CC(C)CCc1nc2c([nH]1)c(=O)n(C)c(=O)n2C	101	110	91	97
32	COc1ccc(-c2c(N)n[nH]c2-c2cc(OC)c(OC)c(OC)c2)cc1	60	35	39	34

item	CAKI-1	UO-31	U251	SF-295
25	92	87	106	105
26	103	82	98	106
27	x	91	98	x
28	114	78	108	118
29	69	52	102	x
30	x	-9.8*	-19*	77
31	100	99	95	91
32	57	27	24	13

# (list continues)
item	SMILES	TK-10	SF-268	SN12C	786-0
33	COc1ccc(-c2cc3c(OC)c4c(c(OC)c3oc2=O)OCO4)cc1	100	104	100	104
34	N/C(=N\C(N)=N\c1nc2ccccc2s1)c1ccncc1Cl	129	53	36	43
35	Cc1ccc2oc(-c3ccc(O)cc3)cc(=O)c2c1	79	84	92	88
36	CCCC(=O)NNc1[nH]c(-c2ccc(OC)cc2)cc1C(=O)OCC	-16*	118	110	97
37	CCN(CC)c1ccc(/C=C2/C=Cc3ccccc32)cc1	148	114	116	92
38	Cc1cc(=O)[nH]c2cc(-c3ccccc3)nn12	103	107	100	97
39	CCN(CC)CCN(C(=O)C(c1ccccc1)c1ccccc1)c1ccc(OC)cc1	84	90	91	88
40	COc1ccc(/C=C/C(=O)c2ccc(NC(=O)CSc3nnc(-c4cc(-c5ccc(S(N)(=O)=O)cc5)nc5ccccc45)n3-c3ccccc3)cc2)cc1	88	77	98	86

item	CAKI-1	UO-31	U251	SF-295
33	89	104	92	85
34	37	35	32	-22*
35	x	71	81	101
36	91	86	104	94
37	x	92	99	90
38	84	86	96	96
39	85	59	84	94
40	72	82	88	100

# (more compounds)
item	SMILES	TK-10	SF-268	SN12C	786-0
41	CC(C)(C)c1cc(C(=O)Nc2ccccc2C(=O)NCCCN=C(N)N)cc(C(C)(C)C)c1	78	55	66	98
42	O[C@H]1CO[C@H]2[C@@H]1OC[C@@H]2Oc1ccc(Nc2ncnc3ccsc23)cc1Cl	98	88	90	92
43	NC(=O)OCC(COC(N)=O)c1ccccc1	104	102	104	102
44	CCOC(=O)c1c(Nc2ccc(S(N)(=O)=O)cc2)nnc(-c2ccccc2)c1-c1ccccc1	108	105	104	106
45	Cc1cc(C2(c3ccc(O)c(C)c3)CCCCC2)ccc1O	98	111	101	97
46	COc1ccc(/C=C/C(=O)/C=C(/C=C/c2ccc(OC)c(OC)c2OC)OB(F)F)c(OC)c1OC	36	32	21	14
47	COc1cccc(C(=O)Nc2cccc(-c3cc(=O)c4c(O)c(OC)c(OC)cc4o3)c2)c1	83	70	65	73
48	O=C1/C(=C/C=C/c2ccccc2)SC(=Nc2ccccc2)N1Cc1nc2ccccc2[nH]1	106	86	98	90

item	CAKI-1	UO-31	U251	SF-295
41	104	89	63	104
42	96	65	104	100
43	98	87	102	103
44	84	x	95	89
45	72	90	98	108
46	x	17	5.0*	56
47	76	47	72	67
48	93	71	94	119

# The final five compounds of the part before open the next one.
item	SMILES	TK-10	SF-268	SN12C	786-0
44	CCOC(=O)c1c(Nc2ccc(S(N)(=O)=O)cc2)nnc(-c2ccccc2)c1-c1ccccc1	108	105	104	106
45	Cc1cc(C2(c3ccc(O)c(C)c3)CCCCC2)ccc1O	98	111	101	97
46	COc1ccc(/C=C/C(=O)/C=C(/C=C/c2ccc(OC)c(OC)c2OC)OB(F)F)c(OC)c1OC	36	32	21	14
47	COc1cccc(C(=O)Nc2cccc(-c3cc(=O)c4c(O)c(OC)c(OC)cc4o3)c2)c1	83	70	65	73
48	O=C1/C(=C/C=C/c2ccccc2)SC(=Nc2ccccc2)N1Cc1nc2ccccc2[nH]1	106	86	98	90
49	Cc1ccc(-c2cc(NS(=O)(=O)/C=C/c3ccccc3)n[nH]2)cc1	116	103	100	101
50	O=c1[nH]c(=O)c2c([nH]1)oc1ccccc12	94	100	111	103
51	COc1ccc(C(=O)/C=C/c2c(C(F)(F)F)nc3ccccn23)cc1OC	30	5.4*	16	10
52	CC(=O)c1cc(C)ccc1O	93	102	110	100
53	Cc1[nH]c(/C=C/C(=O)c2ccc(C(F)(F)F)c(F)c2)c(C)c1C(=O)N1CCN(C)CC1	105&104	94&89	90&90	92&99
54	CCOC(=O)c1csc(NC(=O)c2ccc(N3CCN(C)CC3)c([N+](=O)[O-])c2)n1	108	93	95	93
55	Cc1ccc(S(=O)(=O)Nc2ccccc2)cc1	97	101	104	102
56	COc1ccc(Br)c(C=O)c1	84	61	64	69

item	CAKI-1	UO-31	U251	SF-295
44	84	x	95	89
45	72	90	98	108
46	x	17	5.0*	56
47	76	47	72	67
48	93	71	94	119
49	114	81	90	111
50	97	94	101	105
51	-5.2*	26	7.2*	0.4*
52	93	90	97	100
53	71&85	66&83	69&78	96&90
54	83	68	89	81
55	86	91	96	98
56	64	54	39	66

# Rewritten tab-delimited: part of the list above
cpd	SMILES	TK-10	SF-268	SN12C	786-0	CAKI-1	UO-31	U251	SF-295
53	Cc1[nH]c(/C=C/C(=O)c2ccc(C(F)(F)F)c(F)c2)c(C)c1C(=O)N1CCN(C)CC1	105&104	94&89	90&90	92&99	71&85	66&83	69&78	96&90
22	O=C1[C@H]2CCCC[C@H]2C(=O)N1OCc1ccccc1	104	119	107	102	x	84	100	x

# The results go on.
item	SMILES	TK-10	SF-268	SN12C	786-0
57	CC(=O)NS(=O)(=O)c1ccc2sc(C)nc2c1	105	112	97	92
58	COc1ccc(C)c(CN(C)C)c1	81	111	117	99
59	CCCCCCCC(=O)Oc1ccccc1Cl	105	101	93	99
60	COC1=NCN=C2SC=C(N)N=C12	95	104	91	103
61	O=C1CCC(N2Cc3c(CCCCCNC(=O)c4ccc(Nc5ccnc(-c6cncc7ccccc67)n5)cc4)cccc3C2=O)C(=O)N1 (stereo not given)	114	91	92	112
62	Nc1nc(=S)c2ncn(C3CCCCC3)c2[nH]1	101	109	96	100
63	CC1Cc2c(ncnc2-n2cnc3ccccc32)N(C)c2ccccc21 (stereo not given)	50	49	35	39
64	COc1cc(-c2oc(=O)ccc2C#Cc2nccn2C)cc(OC)c1OC	100	99	101	81

item	CAKI-1	UO-31	U251	SF-295
57	109	81	103	94
58	73	108	113	110
59	103	87	112	104
60	96	72	96	99
61	100	81	94	98
62	97	82	106	118
63	34	46	24	19
64	69	47	89	94

# Values by screen from the list:
# 786-0 for entries 59–62: 99, 103, 112, 100

# (list continues)
item	SMILES	TK-10	SF-268	SN12C	786-0
65	Clc1cccc(N2CCN(CCCN3CCN(c4ccccc4)CC3)CC2)c1	91	94	81	89
66	Fc1ccc(COc2cccc(-c3nc4sccn4c3-c3ccccc3)c2)cc1	105	106	102	100
67	CCOC(=O)c1[nH]c(C)cc1C	93	89	103	99
68	S=C1NCSCN1	98	102	102	107
69	O=C(O)c1cccc2cccc(C(=O)O)c12	108	97	107	110
70	O=C(NCc1cn(Cc2cccc(Oc3ccccc3)c2)nn1)c1cccnc1NCc1ccc(Cl)cc1	62	45	41	38
71	CCOC(=O)c1sc(NC(=O)NC2CCCCC2)nc1C	151	107	95	86
72	Brc1c(-c2nc(-c3ccccc3)c(-c3ccccc3)[nH]2)sc2ccccc12	114	96	82	82

item	CAKI-1	UO-31	U251	SF-295
65	65	49	76	91
66	80	82	95	104
67	106	82	101	116
68	95	89	105	96
69	85	71	109	93
70	32	31	21	20
71	120	90	103	87
72	74	66	94	97

# Remaining list, next part:
item	SMILES	TK-10	SF-268	SN12C	786-0
73	CC(C)C[C@@H](NC(=O)[C@@H](Cc1ccccc1)NC(=O)c1cnccn1)B1O[C@H]2[C@H](O)[C@@H](C(=O)NCCCC[C@@H]3NC(=O)[C@@H](Cc4ccccc4)NC(=O)[C@H](CC(=O)O)NC(=O)CNC(=O)[C@H](CCCN=C(N)N)NC3=O)O[C@@H](CN)[C@H]2O1	-79*	-37*	-29*	-13*
74	Cc1ccc(O)c(NC(=O)c2ccccc2Nc2ccnc(C(F)(F)F)c2)c1	152	95	113	101
75	C[N+](C)(C)c1ccc(CC2c3ccccc3-c3ccccc32)cc1	93	42	21	74
76	COc1ccc(C(=O)NNc2nc(Cl)nc(N3CCN(C(c4ccccc4)c4ccccc4)CC3)n2)cc1	95	87	21	69

item	CAKI-1	UO-31	U251	SF-295
73	-44*	-16*	-59*	-74*
74	98	71	99	108
75	87	91	19	79
76	21	87	71	97

# Results in UO-31, TK-10 and SF-268, for some of the entries so far:
cpd | compound | UO-31 | TK-10 | SF-268
31 | CC(C)CCc1nc2c([nH]1)c(=O)n(C)c(=O)n2C | 99 | 101 | 110
32 | COc1ccc(-c2c(N)n[nH]c2-c2cc(OC)c(OC)c(OC)c2)cc1 | 27 | 60 | 35

# Screening data deposited in PubChem BioAssay by NCI.
